hERG rescue: shields human hERG channel from block by proarrhythmic agents; CHO-hERG, FluxOR thallium flux, dofetilide IC70 present; activation (rescue from dofetilide block), less the hit threshold, % at 10 µM; actives 0.51% (n = 310,000);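 active = activation above the mean of controls blocked by dofetilide plus 5 SD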;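 note: thallium influx through hERG after potassium depolarization seen as dye fluorescence rise; in these data hits start at about 4.7%; inactives centre near -7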
GSK3beta inhib: blocks human GSK3beta kinase activity. activity score (negative = inhibition), % at 10 µM. GST-GSK3beta kinase, ADP-Glo luminescence, 60 min; hits give low values. actives 0.038% (n = 300,000). AID 2097;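 active = more than half of replicate wells score below -50%, meaning over 50% inhibition versus plate controls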;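 note: 0% = median DMSO wells and -100% = median GW8510 positive control wells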
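Assay system: GST-fused GSK3beta enzyme, cell-free / Medium: Tris pH 7.5 buffer with MgCl2, DTT, BSA, heparin / Also added: peptide substrate plus 25 µM ATP (final) / Compound: 10 µM single point / Timing: kinase reaction with compound 60 min at room temperature / Detection: ADP-Glo luminescence / Benchmarks: DMSO neutral wells and GW8510 at 20 µM as positive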
RGS4 act: potentiators or activators of RGS4; HEK293 M3R/inducible RGS4, carbachol calcium flux Fluo4; hits give low values; B-score at 10 µM; actives 0.92% (n = 310,000); AID 463111;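 active = B-score of the integrated calcium signal more than 4 SD below the library mean, with starting fluorescence not abnormally high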;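 note: negative B-score means reduced calcium response which marks RGS4 activation or potentiation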
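Assay system: Inducible-RGS4 HEK293 cells carrying M3 receptor | Schedule: Compound preincubation 20 min at room temperature before agonist | Signal: Kinetic calcium fluorescence imaging with Fluo4-AM dye, 2 µM | Read-out basis: B score from integrated fluorescence ratio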
KCNQ1 block: inhibitors of human KCNQ1 potassium channel; P51787; CHO-K1 KCNQ1, FluxOR thallium flux fluorescence; hits give high values; B-score at 10 µM; actives 1.3% (n = 310,000); AID 2642;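 active = compounds whose thallium flux B-score, printed positive for inhibition, exceeds three library SD while starting fluorescence stays within three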;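 note: channel opened by potassium depolarization with thallium stimulus after 20 min compound exposure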
Dyrk1A ADPGlo: Dyrk1A (rat) kinase inhibition; Q63470; ADP-Glo luminescence, NFATc1 peptide; inhibition, % at 12.5 µM; actives 0.43% (n = 310,000); AID 504441; in the data active = inhibition above about 50%;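 note: plate controls were vehicle with enzyme for no effect and no enzyme for full effect; many of its hits are not listed in these tables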
KCNK3 inh: human KCNK3 channel inhibition, primary screen. CHO-KCNK3 thallium flux, FluxOR fluorescence; hits give low values. B-score at 10 µM. actives 0.84% (n = 340,000). AID 602410;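 active = B-score under library mean minus 4 SD, starting fluorescence ratio at most library mean plus 5 SD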;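 note: more negative B-score means stronger inhibition of thallium flux through KCNK3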
Target sequence (O14649 whole entry, looked up): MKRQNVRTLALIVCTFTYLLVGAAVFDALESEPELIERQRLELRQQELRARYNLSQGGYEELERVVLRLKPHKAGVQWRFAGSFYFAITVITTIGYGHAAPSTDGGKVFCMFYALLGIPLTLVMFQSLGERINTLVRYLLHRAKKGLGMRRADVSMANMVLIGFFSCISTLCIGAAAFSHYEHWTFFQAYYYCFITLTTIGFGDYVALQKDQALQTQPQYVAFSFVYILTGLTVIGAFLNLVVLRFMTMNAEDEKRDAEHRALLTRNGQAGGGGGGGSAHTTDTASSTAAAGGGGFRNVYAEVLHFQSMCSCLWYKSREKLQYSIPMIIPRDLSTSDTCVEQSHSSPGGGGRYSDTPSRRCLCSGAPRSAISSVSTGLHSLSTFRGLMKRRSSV
HDAC3 inh: blocks human histone deacetylase 3; O15379; recombinant HDAC3, fluorogenic peptide/trypsin coupled, fluorescence; inhibition, % at 8.3 µM; actives 0.15% (n = 320,000); in the data active = inhibition above about 26%, passing the limit was not always enough
GSK3A inh: blocks human GSK-3 alpha kinase | AID 2650 | ADP-Glo luminescence, 60 min | P49840 | actives 0.1% (n = 320,000) | inhibition, % at 10 µM;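 in the data active = inhibition above about 50%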;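 note: GST-tagged GSK-3 alpha with peptide substrate and 25 µM ATP; 0% = DMSO neutral wells and 100% = GW8510 positive control wells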
Target sequence (P49840 whole entry, looked up): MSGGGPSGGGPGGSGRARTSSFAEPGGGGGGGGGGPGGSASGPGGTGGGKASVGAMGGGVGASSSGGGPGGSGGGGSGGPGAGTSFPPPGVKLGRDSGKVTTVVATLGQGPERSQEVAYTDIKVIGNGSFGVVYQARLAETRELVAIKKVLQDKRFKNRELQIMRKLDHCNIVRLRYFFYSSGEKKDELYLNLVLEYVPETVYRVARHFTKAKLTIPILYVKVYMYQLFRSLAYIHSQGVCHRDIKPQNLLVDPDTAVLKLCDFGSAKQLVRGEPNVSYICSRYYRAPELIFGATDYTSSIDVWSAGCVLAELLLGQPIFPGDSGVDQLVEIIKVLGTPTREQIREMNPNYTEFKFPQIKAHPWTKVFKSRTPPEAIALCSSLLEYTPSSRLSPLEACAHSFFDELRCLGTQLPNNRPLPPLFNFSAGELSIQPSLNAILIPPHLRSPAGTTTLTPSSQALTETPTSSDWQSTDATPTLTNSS
KCNQ1 act: human KCNQ1 channel potentiation or activation. AID 2648. CHO-K1 KCNQ1, thallium flux FluxOR fluorescence; hits give high values. actives 0.35% (n = 310,000). B-score at 10 µM. P51787;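 active = fluorescence ratio B-score, a plate-corrected score, at least three library SD, with initial intensity B-score within 5 SD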
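Medium – assay buffer, equal DMSO in all wells · Material – CHO-K1 cell line with stable KCNQ1 potassium channel expression · Signal – kinetic FluxOR thallium fluorescence, 10-s 1-Hz baseline, 110-s post-stimulus read · Compound – single concentration per compound, DMSO matched to controls · Schedule – 37 °C overnight plating, 90-min dark dye load, 20-min compound pretreatment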
KCNK9 block: human KCNK9 channel inhibition; Q9NPC2; HEK293 KCNK9, FluxOR thallium flux fluorescence; hits give low values; B-score at 10 µM; actives 1.2% (n = 310,000); AID 488922;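 active = ratio B-score over 3 SD below the library mean, with starting fluorescence within 5 SD of its mean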;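 note: negative B-score means less thallium flux so channel inhibition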
PolyA inhibitor: inhibitors of polyadenylation in S. cerevisiae | S. cerevisiae SKY197-pL101 polyadenylation reporter, beta-gal luminescence; efflux-impaired pdr1/pdr3 knockout yeast; score 100 = 6 SD above DMSO | calls only at 12 µM | actives 0.02% (n = 300,000) | AID 1875;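 active = lowest replicate activity score at least 50, where 100 means six control SD above control mean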;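 note: yeast exposed to compound for 9 h at 30 °C; higher score means more reporter readthrough which indicates perturbed polyadenylation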
The depositor's hits bear a star; i = inactive; . = no result given. Not all compounds are listed; rates above refer to the full screens.

SMILES | hERG rescue | GSK3beta inhib | RGS4 act | KCNQ1 block | Dyrk1A ADPGlo | KCNK3 inh | HDAC3 inh | GSK3A inh | KCNQ1 act | KCNK9 block | PolyA inhibitor
O=c1oc2ccccc2c(Nc2ccc(F)cc2)c1[N+](=O)[O-] | -10 | -5 | i | i | 14 | i | 1 | 3 | i | i | i
COc1cc(NC(=O)c2cc(C)no2)c(OC)cc1Cl | -8 | 0 | i | i | 1 | i | 1 | 0 | i | i | i
CCCOC(=O)CC1C(=O)NCCN1Cc1ccccc1C (stereo unspecified) | -13 | 5 | i | i | 1 | i | 0 | -1 | i | i | i
CC1(c2nnc(Cc3ccccc3)o2)CC(c2ccc(F)cc2)=NO1 (stereo unspecified) | -2 | 3 | i | i | . | i | 2 | -2 | i | i | i
CC1CCN(CCCNC(=O)c2ccc3c(=O)n(Cc4ccc(Cl)cc4)c(=S)[nH]c3c2)CC1 | -44 | -4 | i | 7* | 1 | i | 2 | 0 | i | i | i
[O-][n+]1ccccc1SC/C=C/c1ccccc1 | -7 | 4 | i | i | 2 | i | -4 | . | i | i | i
CN(C)c1nc(Oc2ccc(=O)n(-c3ccccc3)n2)nc(N2CCOCC2)n1 | -7 | 1 | i | i | -6 | i | 3 | -2 | i | i | i
Cc1c(-c2nn(C)c(=O)c3ccccc23)oc2ccc(F)cc2c1=O | -7 | 0 | i | i | 12 | i | 5 | -4 | i | i | i
Oc1c(I)cc(Cl)c2cccnc12 | -5 | 1 | i | i | 12 | i | 6 | -6 | i | i | i
CNS(=O)(=O)c1cc(Nc2ncnc3sccc23)ccc1C | -4 | -3 | i | i | -2 | i | -1 | 4 | i | i | i
CN(C(=O)c1ccoc1)c1ccc2ccccc2c1 | -8 | 1 | i | i | 10 | -10* | -8 | . | i | i | .
CN1CCc2c(sc3c2c(=O)n(-c2ccccc2)c2nnc(SCc4ccccc4)n32)C1 | -19 | -5 | i | i | 26 | i | 2 | 4 | i | i | i
CC(C)(C)OC(=O)CNC(=O)c1[nH]cnc1C(=O)N[C@@H](Cc1ccccc1)C(=O)OC(C)(C)C | -12 | 0 | i | i | -14 | i | -8 | 0 | i | i | i
COc1ccc(C(=O)NN2CCOCC2)cc1 | -4 | 3 | i | i | -8 | i | 1 | -2 | i | i | i
Cc1[nH]c2ccccc2c1C(=O)CSC(=S)N1CCN(C)CC1 | -10 | 1 | i | i | -1 | i | 0 | 0 | i | i | i
CCOc1ccc2ccccc2c1C1NC(=S)N(C)C(C)=C1C(=O)OC (stereo unspecified) | -11 | 1 | i | i | 1 | i | 6 | 0 | i | i | i
O=S(=O)(O/N=C1\CCCc2ccccc21)c1ccc(Cl)cc1 | -6 | 2 | i | i | 4 | i | 2 | -29 | i | i | i
Cc1ccc(-n2nc3c(c2NC(=O)C(C)(C)C)CS(=O)(=O)C3)cc1 | -11 | 6 | i | i | -7 | i | 1 | -1 | i | i | i
COc1ccccc1CNC(=O)C1CCC(CNS(=O)(=O)c2cccs2)CC1 (stereo unspecified) | -10 | . | i | i | 0 | i | -7 | 0 | i | i | i
Cc1cc(C)cc(N2C(=O)C3CC=CCC3C2=O)c1 (stereo unspecified) | -12 | -2 | i | i | 1 | i | -2 | -1 | i | i | i
COc1ccc(CNC(=O)CN(Cc2ccco2)C(=O)CNS(=O)(=O)c2ccccc2)cc1 | -7 | 3 | i | i | -1 | i | 7 | 0 | i | i | i
CCOC(=O)c1c(C)nc2sc3c(=O)n(-c4ccc(C(C)=O)cc4)nnc3c2c1-c1ccc(Cl)cc1 | -10 | 4 | i | i | 3 | i | 0 | 3 | i | i | i
O=C(CCn1c(=O)[nH]c2ccsc2c1=O)N1CC(=O)N(CCc2ccccc2)C(=O)C1 | -8 | 2 | i | i | -1 | i | 2 | 1 | i | i | i
CCn1cc(C(=O)NCc2cccc(C(F)(F)F)c2)c(=O)c2ccc(C)nc21 | -6 | -1 | i | i | 2 | i | 10 | -1 | i | i | i
Cc1ccccc1CCN1CCCC(CN(C)C(=O)C(=O)c2ccco2)C1 (stereo unspecified) | -8 | -5 | i | i | 1 | i | 1 | -2 | i | i | i

Reprinted from the part before: 2 compounds, followed by the next part.
SMILES | hERG rescue | GSK3beta inhib | RGS4 act | KCNQ1 block | Dyrk1A ADPGlo | KCNK3 inh | HDAC3 inh | GSK3A inh | KCNQ1 act | KCNK9 block | PolyA inhibitor
CCn1cc(C(=O)NCc2cccc(C(F)(F)F)c2)c(=O)c2ccc(C)nc21 | -6 | -1 | i | i | 2 | i | 10 | -1 | i | i | i
Cc1ccccc1CCN1CCCC(CN(C)C(=O)C(=O)c2ccco2)C1 (stereo unspecified) | -8 | -5 | i | i | 1 | i | 1 | -2 | i | i | i
CCOc1ccc(C2Sc3ccccc3NC3=C2C(=O)OC3)cc1 (stereo unspecified) | -4 | -4 | i | i | -1 | i | -3 | -1 | i | i | i
O=P(O)(c1ccc(Cl)cc1)c1ccc(Cl)cc1 | 0 | 3 | i | i | -7 | i | -5 | . | i | i | i
COc1cc(C)c(Br)cc1S(=O)(=O)NCc1ccncc1 | -7 | 0 | i | i | 2 | i | 1 | 1 | i | i | i
CC(C)=CCOc1ccc2c(C)c(CC(=O)N3C[C@H]4C[C@@H](C3)c3cccc(=O)n3C4)c(=O)oc2c1C | -16 | -3 | i | i | 3 | i | -35 | -1 | i | i | i
CCOc1ccccc1C(=O)Oc1ccc2ccc(=O)oc2c1 | -8 | 4 | i | i | . | i | -4 | 2 | i | i | i
COc1ccc(NC(=O)c2c(Cl)n(C)c3ccccc23)cc1 | -5 | -2 | i | i | -1 | i | 5 | -2 | i | i | i
Cc1ccc(Cn2c(NCCCn3ccnc3)nc3c2c(=O)n(C)c(=O)n3C)cc1 | -4 | 1 | i | i | 1 | i | 1 | 0 | i | i | .
COc1ccc(Cl)cc1N(CC(=O)NCCSCc1ccccc1)S(C)(=O)=O | -13 | 1 | i | i | 0 | i | 2 | -4 | i | i | i
CCOc1ccc(NC(=O)CN(C)CC(=O)NC(C)c2ccccc2)cc1OCC (stereo unspecified) | -2 | 1 | i | i | . | i | 0 | -2 | i | i | i
Cc1nn(C(C)C(=O)N/N=C/c2ccc(N(C)C)cc2)c(C)c1[N+](=O)[O-] (stereo unspecified) | 0 | 4 | i | i | 1 | i | 7 | -1 | i | -7.9* | i
O=C(Nc1ccc2c(c1)oc1ccccc12)c1ccc(Br)o1 | -9 | 4 | i | i | 0 | i | -6 | 3 | i | i | i
CNC(=O)c1ccc(-c2ccc(F)cc2)s1 | -7 | -4 | i | i | 21 | i | -5 | -4 | i | i | i
Cc1ccc(/C(C#N)=C\c2ccc(N3CCOCC3)o2)cc1 | -16 | 3 | i | 9* | -6 | -15* | 6 | 0 | i | -12* | i
C/C(=N\NC(=O)CNC(=O)c1cccnc1)c1cccc(O)c1 | -3 | 1 | i | i | 8 | i | 0 | -5 | i | i | i
N#Cc1c(NC(=O)CSc2nnc(-c3ccccc3O)n2-c2ccccc2)sc2c1CCCC2 | -8 | -3 | i | i | 3 | i | -6 | 0 | i | i | i
CCN(C(=O)CCCCC(=O)N(CC)c1ccccc1)c1ccccc1 | -6 | 4 | i | i | -9 | i | -4 | -2 | i | i | i
COc1ccc(Cc2nnc(SC)[nH]c2=O)cc1 | -5 | 2 | i | i | 3 | i | 5 | -2 | i | i | i
COCCN1C(=O)c2oc3ccccc3c(=O)c2C1c1ccc(C(=O)OC)cc1 (stereo unspecified) | -6 | -2 | i | i | 14 | i | 3 | -2 | i | i | i
Cc1nc(N2CCN(c3ccccn3)CC2)c2c(C)c(C(=O)Nc3c(F)cc(F)cc3Br)sc2n1 | -18 | -1 | i | 6* | -6 | i | -4 | 0 | i | i | i
COc1ccc(OC)c(C2SCCN2S(=O)(=O)c2cccc(C(F)(F)F)c2)c1 (stereo unspecified) | -7 | -4 | i | i | -2 | i | 20 | -2 | i | -15* | i
CC(=O)Oc1ccc(-c2nc(-c3cccnc3)no2)cc1 | -4 | 0 | i | i | 27 | i | -7 | 2 | i | i | i
O=C(OCC(=O)N1CCc2ccccc21)c1ccccn1 | -4 | 0 | i | i | -9 | i | -1 | 1 | i | i | i
COC(=O)c1sccc1NC(=O)COc1ccc(F)cc1Cl | -11 | -1 | i | i | -2 | i | 3 | 0 | i | i | i
O=C(CSc1nc2ccccc2o1)Nc1nc2ccc(Br)cc2s1 | -5 | 2 | i | i | 6 | i | 5 | -6 | i | i | i
NC(=O)CSc1cn(Cc2ccc(F)cc2)c2ccccc12 | -10 | 0 | i | i | 6 | i | 3 | -3 | i | i | i
COc1ccc(CN2CCNC(=O)C2CC(=O)N(Cc2nccn2C)C(C)C)c(OC)c1 (stereo unspecified) | -10 | 3 | i | i | -6 | i | 2 | -5 | i | i | i
Cc1ccc(S(=O)(=O)N(C)c2ccc(C(=O)NCc3ccccn3)cc2)cc1 | -14 | -3 | i | i | -5 | i | 2 | -1 | i | i | .
COc1ccc(NC(=O)[C@H](C)NC(=O)C2CCN(S(=O)(=O)c3ccc(OC)cc3)CC2)cc1 | -9 | -1 | i | i | 2 | i | -8 | -8 | i | i | .
CC1CCCN(S(=O)(=O)c2cc3c4c(c2)C(C)C(=O)N4CCC3)C1 (stereo unspecified) | -7 | 0 | i | i | 0 | i | 6 | 2 | i | i | i

Pulled one by one from the list above, five records:
SMILES | hERG rescue | GSK3beta inhib | RGS4 act | KCNQ1 block | Dyrk1A ADPGlo | KCNK3 inh | HDAC3 inh | GSK3A inh | KCNQ1 act | KCNK9 block | PolyA inhibitor
COc1ccc(NC(=O)c2c(Cl)n(C)c3ccccc23)cc1 | -5 | -2 | i | i | -1 | i | 5 | -2 | i | i | i
O=P(O)(c1ccc(Cl)cc1)c1ccc(Cl)cc1 | 0 | 3 | i | i | -7 | i | -5 | . | i | i | i
CCOc1ccccc1C(=O)Oc1ccc2ccc(=O)oc2c1 | -8 | 4 | i | i | . | i | -4 | 2 | i | i | i
COc1cc(C)c(Br)cc1S(=O)(=O)NCc1ccncc1 | -7 | 0 | i | i | 2 | i | 1 | 1 | i | i | i
COC(=O)c1sccc1NC(=O)COc1ccc(F)cc1Cl | -11 | -1 | i | i | -2 | i | 3 | 0 | i | i | i

Source: PubChem BioAssay (several laboratories)
